Source: PubChem BioAssay (several laboratories)
CRFR2-BP ag: CRF-BP/CRF-R2 complex agonism; activation, % at 13.2 µM; HEK293 CRF-R2/CRF-BP, calcium dye fluorescence (FLIPR); percent of saturating CRF peptide response; 350,000 compounds, 0.46% hits;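 active means activation of at least 50%, plus an integration ratio under a set limit after plate pattern correction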;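 further: plate controls were neutral control wells without compound for no effect and CRF at EC100 for full effect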
CRFBP-R2 block: CRF-BP/CRF-R2 complex antagonism; HEK293 CRF-R2/CRF-BP, CRF-induced calcium fluorescence; inhibition, % at 11.8 µM; 350,000 compounds, 0.59% hits;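 active means inhibition of the ligand-induced calcium signal above about 50% at the single tested concentration, limit read from the data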
M4 PAM: potentiates acetylcholine response at human M4 receptor; P08173; CHO-K1 hM4/Gqi5, Fluo-8 calcium fluorescence, ACh EC20; 0% = ACh EC20, 100% = maximal ACh; activation, % at 3 µM; 360,000 compounds, 0.4% hits; AID 624126;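 active means activation above its plate's cutoff, the mean activation of sample wells plus 3 SD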; further: some results filed as inactive read as strong as hits
M4 antag: CHRM4 antagonism in calcium assay | P08173 | CHO-hM4 cells, ACh EC80, Fluo-8 calcium fluorescence | inhibition, % at 3 µM | 360,000 compounds, 0.73% hits;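 active means inhibition above its plate's cutoff, the mean inhibition of sample wells plus 3 SD, cut at about 27% in these data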;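 further: 0% = acetylcholine EC80 with DMSO and 100% = DMSO without agonist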
CHRM5 agonist: agonists of human muscarinic M5 receptor (CHRM5). P08912. CHO-K1 hM5 cells, Fluo-8 calcium fluorescence; 0% DMSO wells, 100% maximal acetylcholine response. activation, % at 3 µM. 360,000 compounds, 0.19% hits;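 active means activation above the run's mean over test compounds plus 3 SD, cut at about 23% in these data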;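 further: signal is peak over basal fluorescence ratio across the kinetic read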
IDE inh: inhibitors of human insulin-degrading enzyme in cells. P14735. HEK cells, FAbetaB cleavage, fluorescence polarization. inhibition, % at 5.59 µM. 320,000 compounds, 0.41% hits;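 active means percent inhibition above the average of all tested compounds plus 3 SD, set per screening campaign, cut at about 16% in these data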;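 further: IDE supplied by intact live HEK cells; FP after avidin binding of uncleaved biotin substrate so inhibition keeps polarization high; 0% = DMSO wells and 100% = 60 µM reference IDE inhibitor Ii1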
Target sequence (P14735 whole entry, looked up): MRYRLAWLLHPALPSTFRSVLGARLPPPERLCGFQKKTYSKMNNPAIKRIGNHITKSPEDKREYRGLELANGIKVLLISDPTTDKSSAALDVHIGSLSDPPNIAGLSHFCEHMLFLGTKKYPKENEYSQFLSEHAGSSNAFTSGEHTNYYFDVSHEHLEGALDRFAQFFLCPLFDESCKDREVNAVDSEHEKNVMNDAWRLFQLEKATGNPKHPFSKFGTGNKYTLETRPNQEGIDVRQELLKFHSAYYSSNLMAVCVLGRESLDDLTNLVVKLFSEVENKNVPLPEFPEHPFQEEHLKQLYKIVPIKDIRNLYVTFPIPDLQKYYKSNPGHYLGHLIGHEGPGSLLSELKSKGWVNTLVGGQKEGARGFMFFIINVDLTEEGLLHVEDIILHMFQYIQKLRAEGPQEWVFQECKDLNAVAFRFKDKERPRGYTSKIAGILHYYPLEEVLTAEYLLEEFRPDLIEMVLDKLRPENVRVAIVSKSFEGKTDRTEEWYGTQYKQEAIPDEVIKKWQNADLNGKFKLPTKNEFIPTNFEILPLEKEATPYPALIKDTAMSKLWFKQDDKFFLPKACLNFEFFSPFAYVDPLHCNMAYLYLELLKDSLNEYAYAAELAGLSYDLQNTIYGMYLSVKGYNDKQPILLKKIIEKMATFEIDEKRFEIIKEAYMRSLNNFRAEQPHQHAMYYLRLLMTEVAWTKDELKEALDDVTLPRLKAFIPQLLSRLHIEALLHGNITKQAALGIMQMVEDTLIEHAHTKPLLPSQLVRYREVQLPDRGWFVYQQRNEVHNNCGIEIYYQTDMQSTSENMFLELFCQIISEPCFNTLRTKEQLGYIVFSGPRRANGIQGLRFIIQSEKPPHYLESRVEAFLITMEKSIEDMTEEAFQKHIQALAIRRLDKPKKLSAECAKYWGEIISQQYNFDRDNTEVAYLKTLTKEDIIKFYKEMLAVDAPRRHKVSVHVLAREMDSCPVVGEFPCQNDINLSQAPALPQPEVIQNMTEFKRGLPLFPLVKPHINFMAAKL
M5 PAM: potentiates acetylcholine response at human M5 receptor; P08912; CHO-K1 hM5, Fluo-8 calcium, ACh EC20 PAM; 0% = ACh EC20, 100% = ACh EC100; activation, % at 3 µM; 360,000 compounds, 0.3% hits; AID 624038;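 active means activation above the run cutoff, the mean activation of all test compounds plus 3 SD, cut at about 18% in these data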
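Assay system: CHO-K1 hM5 cells. Also added: acetylcholine at EC20 concentration, added after compound. Dosing: 3 µM, single dose. Times: compound preincubation 140 s before EC20 acetylcholine addition. Signal: Fluo-8 calcium fluorescence. Measure: % activation relative to EC20 and EC100 ACh responses. Repeats: singlicate, one well per test compound.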
M4 ag: CHRM4 agonism in calcium assay. CHO-K1 hM4/Gqi5, Fluo-8 calcium fluorescence; vehicle 0%, full acetylcholine response 100%. activation, % at 3 µM. 360,000 compounds, 0.14% hits;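 active means activation above the run mean over all test wells plus 3 SD, cut at about 32% in these data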;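 further: peak over basal fluorescence ratio per well then scaled between controls; 0% = DMSO wells and 100% = acetylcholine at EC100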
CHRM5 antagonist: antagonists of human muscarinic M5 receptor (CHRM5) | P08912 | CHO-hM5 cells, Fluo-8 calcium fluorescence, ACh EC80 | inhibition, % at 3 µM | 360,000 compounds, 0.59% hits | AID 624040;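 active means inhibition above a per-plate cutoff, the mean of that plate's test compounds plus 3 SD, cut at about 27% in these data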;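 further: 0% = acetylcholine EC80 with DMSO and 100% = DMSO without agonist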
Starred values were filed as active, the others as inactive; . = not tested or not shown.

smiles	M4 ag	CHRM5 antagonist	CRFBP-R2 block	M4 antag	M5 PAM	CHRM5 agonist	IDE inh	CRFR2-BP ag	M4 PAM
COC(=O)c1cccc(Nc2cc(C)nc(-c3ccccc3O)n2)c1	1	-5	12	-11	9	-2	0	-0.5	18
CCOC(=O)C(C)Sc1nnc(NC(=O)c2ccc(C)c([N+](=O)[O-])c2)s1 (configuration not stated)	5	-1	6	12	-8	5	0	-1.2	-7
O=S(=O)(c1ccccc1)c1nc(-c2ccccc2)oc1N1CCCCC1	1	0	-4	-18	-4	5	-3	0.7	5
COc1ccc(/C=N/N(C)C2=NS(=O)(=O)c3ccccc32)cc1OC	0	5	-2	-5	4	-1	1	2.0	2
COCCCn1c(SCC(=O)Nc2oc(C)c3c(C)n[nH]c(=O)c23)nc2ccccc2c1=O	2	2	12	-15	-2	3	-2	-0.8	3
CCn1c(C(=O)Nc2ccsc2C(=O)OC)cc2sc(Cl)cc21	0	2	30	-9	-2	0	1	-0.2	4
COc1ccc(OCCOc2ccc(N(C)S(=O)(=O)c3ccccc3)cc2)cc1	0	20	-8	11	-11	-1	-3	8.6	-1
COc1ccc(N2CC(C(=O)NCCc3c[nH]c4ccccc34)CC2=O)cc1 (configuration not stated)	2	8	-14	-16	-3	-3	-1	-2.5	0
CCN(CC)CCCNC(=O)c1[nH]c2ccccc2c1Sc1ccc(Cl)cc1	1	8	-22	13	-5	-5	7	1.7	-11
O=C(CC1(O)C(=O)Nc2ccccc21)c1ccc(-n2cnnn2)cc1 (configuration not stated)	1	8	8	-4	4	0	-2	-0.4	2
CCOC(=O)C1=C(C)OC(N)=C(C#N)C1c1cccs1 (configuration not stated)	9	12	-4	3	-5	2	10	-1.8	-10
CC(C)(Oc1ccc(Cl)cc1)C(=O)NCc1ccncc1	0	4	8	-5	-2	-7	2	2.5	2
COc1cccc(/C=C/C(=O)OCC(=O)NC(=O)NC2CCCCC2)c1	0	-2	-32	-3	-1	1	3	-2.5	7
CCCc1nnc(NC(=O)CCC(=O)N2CCN(c3ccccn3)CC2)s1	1	-5	-15	-6	0	1	-8	1.4	12
Cc1noc(C)c1C(=O)OC(C)C(=O)Nc1ccc(S(=O)(=O)NC(C)C)cc1 (configuration not stated)	1	3	17	-7	0	-3	-1	5.4	9
Cc1cccc(NC(=O)c2cccs2)n1	1	-10	2	-6	-1	-1	4	1.7	7
CC1CCCCC12NC(=O)N(CC(=O)OCc1ccccc1Cl)C2=O (configuration not stated)	3	-2	-15	-5	-1	1	.	-0.7	-5
Cc1ccnc(SCc2cc(=O)c(OC(=O)c3cc([N+](=O)[O-])ccc3Cl)co2)n1	1	-3	25	-12	1	-1	3	1.4	5
O=S(=O)(c1cccc(COc2c(Cl)cccc2Cl)c1)N1CCOCC1	3	-8	15	-7	6	-3	8	1.0	2
COc1cccc(C2CC(c3c(-c4ccccc4)c4cc(Cl)ccc4[nH]c3=O)=NN2S(C)(=O)=O)c1OC (configuration not stated)	2	4	-16	-3	1	6	6	4.4	2
CSc1nc(C)nc(C2CC2)c1C#N	0	8	14	1	-2	-4	2	0.8	-1
Cc1ccc(N(C)S(=O)(=O)c2c(C)noc2/C=C/N(C)C)cc1	7	3	7	-7	-4	-4	0	0.8	-4
COc1ccc(Br)cc1/C=C/C(=O)c1ccc(NC(C)=O)cc1	13	9	-29	-4	-8	5	1	2.0	-10
Cc1cc(=O)oc2c3c(cc(OCC(=O)N[C@H](C(=O)O)c4ccccc4)c12)OC(C)(C)CC3	1	-1	4	-6	6	3	-5	-2.8	10
CCOc1ccccc1NC(=O)c1ccc(S(=O)(=O)N2CCOCC2)cc1	2	-3	13	-3	-2	-4	0	-1.1	12
COc1ccc(S(=O)(=O)N(CC(=O)NCC2CCCO2)Cc2ccccc2)cc1C (configuration not stated)	5	4	-1	-4	-4	-5	-1	-0.6	-1
CN(C(=O)Cc1ccccc1)n1cnnc1	1	8	-2	2	-4	3	3	-1.6	-3
CCCOc1c(OC)cc(Cl)cc1C1NC(=O)NC(C)=C1C(=O)NCc1ccccc1 (configuration not stated)	1	-1	-4	0	4	1	3	-2.9	10
O=C(OCc1ccccc1Cl)c1cccnc1Cl	4	-2	7	-1	-3	-2	-11	0.9	4
COc1ccc(-c2cc(C3CCN(C(=O)OC(C)(C)C)CC3)[nH]n2)cc1	9	3	-18	3	-3	9	3	0.8	-15

By substructure: those above containing two or more sulfur atoms
smiles	M4 ag	CHRM5 antagonist	CRFBP-R2 block	M4 antag	M5 PAM	CHRM5 agonist	IDE inh	CRFR2-BP ag	M4 PAM
CCOC(=O)C(C)Sc1nnc(NC(=O)c2ccc(C)c([N+](=O)[O-])c2)s1 (configuration not stated)	5	-1	6	12	-8	5	0	-1.2	-7
CCn1c(C(=O)Nc2ccsc2C(=O)OC)cc2sc(Cl)cc21	0	2	30	-9	-2	0	1	-0.2	4

Remaining list, next part.
smiles	M4 ag	CHRM5 antagonist	CRFBP-R2 block	M4 antag	M5 PAM	CHRM5 agonist	IDE inh	CRFR2-BP ag	M4 PAM
COc1ccc(NC(=O)Nc2nc(C(N)Cc3ccc(C(F)(F)F)cc3)cs2)cc1 (configuration not stated)	15	9	.	20	-1	3	.	.	10
Cc1ccc(C)c(N(CC(=O)NC2CCCC2)C(=O)c2oc(C(C)(C)C)cc2C)c1	4	-2	-28	-5	-7	3	-1	0.5	-7
Cc1cc(C)cc(OCCNS(=O)(=O)c2cccs2)c1	-1	0	-12	-2	5	-4	0	1.5	4
O=C(Nc1ncccc1Cl)C1COc2ccccc2O1 (configuration not stated)	1	-5	-6	-15	0	-5	5	-0.4	4
CC(C)c1nc2cc(C(=O)NC(c3cccnc3)C(F)(F)F)ccc2o1 (configuration not stated)	1	4	8	-18	1	2	3	-1.5	4
Cn1c(NN)nc2c1c(=O)n(Cc1ccccc1)c(=O)n2C	0	8	1	1	-2	-1	.	-4.0	-4
CC(C)(C)CC(=O)Nc1ccc(-c2nnc3n2CCCCC3)cc1	0	16	4	5	-6	-4	4	1.9	-3
COc1ccc(S(=O)(=O)N(C)c2ccc(OCC(=O)Nc3cc(C)on3)cc2)cc1	2	8	14	3	-11	-5	4	-0.5	-4
Cc1cc(C(=O)CSc2nc3ccccc3o2)c(C)n1CC1CCCO1 (configuration not stated)	8	6	5	4	-6	5	1	0.8	11
COc1ccc(N(CC(=O)NC(C)c2ccccc2)S(=O)(=O)c2c(C)noc2C)cc1 (configuration not stated)	-1	6	8	-18	-2	-5	-5	-5.8	2
Nc1nnnn1/N=C/c1ccccc1OCc1ccc(Cl)cc1Cl	0	0	-24	-2	0	2	1	-1.2	1
Cc1cccc(NCCC(=O)c2ccc(Br)cc2)c1	-1	5	-2	6	1	-3	-4	-1.0	5
O=C(c1ccco1)N1CCN(S(=O)(=O)c2ccc(S(=O)(=O)NC3CCCC3)cc2)CC1	2	-10	-27	-2	6	2	2	13	-4
Cc1ccc(C(=O)COC(=O)CCN2C(=O)C3C4C=CC(C5CC45)C3C2=O)cc1 (configuration not stated)	13	-5	91*	5	-2	1	9	-2.8	-11
CCN1CCN(CCNC(=O)c2ccc3c(c2)N(Cc2ccc(F)cc2)C(=O)c2ccccc2S3=O)CC1 (configuration not stated)	-1	6	-15	-6	-3	-8	6	-0.3	-17
O=C(Nn1cnnc1)c1cc(-c2cccc(Br)c2)nc2ccccc12	1	11	4	6	-4	-2	3	1.1	2
CCOC(=O)c1c(NC(=O)CSc2nnc(-c3c[nH]c4ccccc34)n2CCOC)sc2c1CCCCC2	1	3	14	-5	0	1	-2	1.4	8
O=C(CSC1=NS(=O)(=O)c2ccccc2N1)NCc1ccc(F)cc1	1	9	10	7	0	-4	2	0.1	4
N#Cc1ccc(OCc2nnc(SCC(=O)c3ccccc3)n2-c2ccccc2)cc1	1	2	29	-5	1	1	-3	-0.2	2
Cn1c(-c2ccc(F)cc2)cnc1NCc1ccc(C#N)cc1	-1	4	-16	14	-2	-3	-4	0.8	-2
Cn1c(=O)c2c(ncn2CC(=O)NC2CCCCC2)n(C)c1=O	1	8	8	-3	-2	-4	-3	7.5	0
Cc1c(Cl)cnc(NC(=O)COC(=O)CCS(=O)(=O)c2ccccc2)c1Cl	0	11	11	2	-10	-3	5	4.7	0
O=C(c1cc2ccccc2oc1=O)N1CCCCCCC1	1	-7	-6	-6	14	5	4	-0.8	1
CC(C)C(c1nnnn1Cc1ccc2c(c1)OCO2)N1CCN(c2ccccc2)CC1 (configuration not stated)	1	-5	-3	-4	-3	-2	2	0.7	2
O=C(O)CCc1[nH]c2ccccc2c1Sc1ccccc1	1	2	12	6	4	-4	2	-1.0	1
COc1ccc(NC(=O)c2cc(Br)ccc2Cl)c(OC)c1	-2	0	6	-13	4	-3	8	-3.9	8
O=C(C1CCN(S(=O)(=O)c2ccccc2)CC1)N1CCN(c2ccccc2)CC1	1	8	6	-8	4	-5	0	1.3	0
CN(C)CCNC(=S)Nc1ccc(Cl)cc1Cl	1	4	-6	-5	-3	-5	-5	-2.2	-1
COc1cc(C(=O)OCC(=O)N2CCOCC2)c([N+](=O)[O-])cc1OC	2	12	-2	-8	2	-1	6	-0.4	-1
COC(=O)COc1ccsc1C(=O)OC	2	-9	21	-2	9	5	0	-2.6	10
O=C(Nc1nnc(C2CC2)s1)C1Cc2ccccc2CN1S(=O)(=O)c1cccs1 (configuration not stated)	-1	5	-4	-17	1	2	0	-0.7	10
Cc1cccn2c(CN3CCCC(c4ccccc4)C3)c(C(=O)N3CCOCC3)nc12 (configuration not stated)	8	9	-6	1	-8	2	-2	1.4	-5
O=C(CSc1nc(=O)n2ccccc2n1)N1CCCCCC1	0	-5	0	-1	0	-5	5	0.6	-1
CCc1nc2c(OCC3CCCCC3)cccn2c1N(C)C(=O)c1ccc(C)cc1	-2	-1	.	1	-8	-2	.	.	-8
CC1=C(C(=O)N2CCOCC2)CC(CC(=O)NCc2cccc3ccccc23)C(=O)N1Cc1ccccc1 (configuration not stated)	2	-4	-25	-12	2	0	.	0.0	-4
O=C(COC(=O)c1ccccc1)Nc1ccccc1Br	1	-10	9	-4	-1	-3	-5	-2.0	6
CSC(=NCc1ccco1)NC#N	1	5	-18	-13	-1	1	-1	27	-3
Cc1ccccc1C(=O)NNS(=O)(=O)c1ccc(F)cc1	1	-5	2	-12	-2	0	.	0.5	4
Cc1nn(-c2cccc(Cl)c2)nc1C(=O)O	0	0	10	-1	4	1	6	4.7	-4
CN(c1ccccc1)S(=O)(=O)c1cccc(C(=O)Nc2nn[nH]n2)c1	1	0	0	-6	0	4	-1	-3.3	-6
Cn1c(CNC(=O)c2ccc3c(c2)OCO3)nnc1SCC(=O)Nc1ccc(F)cc1F	0	3	4	-1	0	-1	-6	-1.1	1
CN(C)CCC(=O)c1ccc(Cl)cc1	1	6	-5	-8	-2	-3	-2	-3.1	0
O=C(Nc1ccc2snnc2c1)N1CCSCC1	2	-6	-3	4	-1	0	1	0.9	3
